Screens: PubChem, National Center for Advancing Translational Sciences (NCATS)
POLK inh: qHTS for Inhibitors of Polymerase Kappa. DNA polymerase kappa (Homo sapiens), Q9UBT6. purified Pol kappa, fluorescent DNA synthesis assay, 10 min. Potency, µM (doses to about 107 µM), for the others: at the top dose activity, negative = inhibition, actives largely listed as inhibitors. 400,000 compounds, 0.53% hits; also: potency is read from the fitted curve at half-maximal effect; % is scaled to controls: 0 for no effect and ±100 for the full control effect
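First, compounds were pin-transferred onto 10 nM Pol kappa. After 15 min at room temperature, substrate was added to 50 nM final. Fluorescence was then measured kinetically at 0 and 10 min.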
POLH inh: qHTS for Inhibitors of Polymerase Eta; 390,000 compounds, 1.2% hits; Potency, µM (doses to about 114 µM), for the others: top-dose activity change, negative = inhibition, most hits filed as inhibitors; recombinant Pol eta, fluorescent DNA replication assay; DNA polymerase eta (Homo sapiens), Q9Y253; AID 588591, 2011; also: potency is read from the fitted curve at half-maximal effect; % is scaled to controls: 0 for no effect and ±100 for the full control effect
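Pol eta at 10 nM preincubated with compounds 15 min at room temperature; reaction started with fluorescent substrate (50 nM final) and read kinetically at 0 and 10 min.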
POLB inh: qHTS Assay for Inhibitors of DNA Polymerase Beta. Pol beta primer extension/strand displacement, fluorescence kinetic. 340,000 compounds, 1.3% hits. P06746. Potency, µM (series often up to 114 µM), without a hit: at the top dose activity change, negative = inhibition, hits mostly inhibitors. AID 485314, 2010; also: potency is read from the fitted curve at half-maximal effect; % is scaled to controls: 0 for no effect and ±100 for the full control effect
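Values derive from four-parameter Hill fits of normalized kinetic data: reads at 0 and 10 min following addition of 50 nM substrate to 10 nM Pol beta preincubated 15 min with compound.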
APE1 inh: qHTS Assay for Inhibitors of the Human Apurinic/apyrimidinic Endonuclease 1 (APE1); recombinant APE1, TAMRA/BHQ-2 abasic DNA cleavage fluorescence; Potency, µM (titrated, usually from 65.8 µM), without a hit: at the highest dose activity change, negative = inhibition, most hits filed as inhibitors; 350,000 compounds, 0.35% hits;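 also: potency is read from the fitted curve at half-maximal effect; plate controls were vehicle for no effect and reference inhibitor for full effect; nearly all actives have a fitted effect of over 55% in size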
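Substrate: short duplex with […] THF abasic site, 5'-TAMRA and 3'-BHQ-2, 50 nM final. APE1 at 0.75 nM, preincubated 15 min RT with compound. Fluorescence increase from first to third read measured activity.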
Apoferritin bind: qHTS Assay for Identification of Novel General Anesthetics; 350,000 compounds, 0.074% hits; apoferritin/1-aminoanthracene competitive binding, fluorescence; Potency, µM (titrated, usually from 77.5 µM), without a hit: top-dose activity change, negative = displacement, hits mostly inhibitors; also: potency is read from the fitted curve at half-maximal effect; % is scaled to controls: 0 for no effect and ±100 for the full control effect; nearly all actives have a fitted effect of over 20% in size
Target sequence (P02791 2-175 limits assumed): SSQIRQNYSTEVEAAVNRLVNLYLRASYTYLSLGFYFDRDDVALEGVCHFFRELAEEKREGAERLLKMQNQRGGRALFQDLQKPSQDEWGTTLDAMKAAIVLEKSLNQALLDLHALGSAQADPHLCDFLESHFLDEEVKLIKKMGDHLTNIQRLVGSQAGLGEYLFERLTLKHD
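Steps: apoferritin (10 uM) was premixed with half-saturated 1-AMA in PBS, compounds were pin-transferred, plates stood 10 min at room temperature, fluorescence was read at 380/535 nm, and curves were fitted with a Hill equation.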
Pol iota inh: qHTS for Inhibitors of Polymerase Iota | DNA polymerase iota (Homo sapiens), Q9UNA4 | Pol iota fluorescent replication assay, 10 min | Potency, µM (highest dose often 115 µM), without a hit: at the top dose activity, negative = inhibition, hits mostly inhibitors | 390,000 compounds, 1% hits | AID 588590, 2011; also: potency is read from the fitted curve at half-maximal effect
Target sequence (Q9UNA4 whole entry, looked up): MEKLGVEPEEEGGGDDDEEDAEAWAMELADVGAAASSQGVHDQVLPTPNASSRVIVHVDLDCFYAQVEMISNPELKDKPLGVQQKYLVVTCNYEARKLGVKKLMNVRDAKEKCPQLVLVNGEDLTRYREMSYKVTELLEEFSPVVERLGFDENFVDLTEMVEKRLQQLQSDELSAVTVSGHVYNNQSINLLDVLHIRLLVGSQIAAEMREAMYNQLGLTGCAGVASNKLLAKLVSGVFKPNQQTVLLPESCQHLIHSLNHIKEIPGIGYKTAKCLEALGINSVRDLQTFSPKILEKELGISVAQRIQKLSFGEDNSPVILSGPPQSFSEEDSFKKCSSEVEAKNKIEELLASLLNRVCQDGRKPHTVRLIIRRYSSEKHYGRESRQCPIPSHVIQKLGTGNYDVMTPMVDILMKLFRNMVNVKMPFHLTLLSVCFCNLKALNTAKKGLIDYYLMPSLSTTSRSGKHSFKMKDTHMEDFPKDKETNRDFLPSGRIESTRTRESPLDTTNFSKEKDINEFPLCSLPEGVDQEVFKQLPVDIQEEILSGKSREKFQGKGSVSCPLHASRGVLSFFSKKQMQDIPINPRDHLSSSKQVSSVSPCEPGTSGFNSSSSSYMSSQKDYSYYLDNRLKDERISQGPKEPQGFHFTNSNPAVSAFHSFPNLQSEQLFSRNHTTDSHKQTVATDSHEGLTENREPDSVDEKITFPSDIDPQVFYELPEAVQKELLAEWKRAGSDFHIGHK
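Fluorescent replication assay read twice, at 0 min and 10 min after adding 50 nM (final) substrate. Enzyme (10 nM) and compounds were first incubated 15 min at room temperature; enzyme-free buffer wells were negative controls.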
PGK inhibitor: qHTS Assay to Find Inhibitors of Phosphoglycerate Kinase; Potency, µM (highest dose often 57.5 µM), inactives show at the highest dose activity change, negative = inhibition, hits mostly inhibitors; PGK/GAPDH coupled, Kinase-Glo luminescence, 60 min; 380,000 compounds, 0.043% hits; Phosphoglycerate kinase, glycosomal (Trypanosoma brucei brucei), P07378; AID 602233, 2012; also: potency is read from the fitted curve at half-maximal effect; % is scaled to controls: 0 for no effect and ±100 for the full control effect; nearly all actives have a fitted effect of over 60% in size
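Luminescent ATP detection (Kinase-Glo Plus) follows a 60-minute room-temperature incubation, with wells lacking PGK as controls. Buffer: 100 mM TEA (pH 7.6), 5 mM MgCl2, 0.01% Tween-20. Coupling enzyme GAPDH (100 nM final) supplies unstable 1,3-BPG in-well.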
RXFP1 antag: qHTS Assay for Antagonists of the Relaxin Receptor RXFP1. Relaxin receptor 1 (Homo sapiens), Q9HBX9. HEK293-RXFP1, relaxin-stimulated cAMP HTRF, 30 min; stronger effect = lower value. activity change, negative = inhibition, % at 57.5 µM. 350,000 compounds, 0.59% hits. AID 1259400, 2018;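 active = activity change of -60% or lower, but not beyond a set lower limit; inconclusive = change between -60% and -40%, or beyond the set limit; inactive = change above -40%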; also: % is scaled to controls: 0 for no effect and ±100 for the full control effect
BLM helicase inh: qHTS Assay for Inhibitors of Bloom's syndrome helicase (BLM) | RecQ-like DNA helicase BLM (Homo sapiens), P54132 | recombinant BLM DNA unwinding, fluorescence dequenching | Potency, µM (doses to about 56.1 µM), for inactives: at the highest dose activity change, negative = inhibition, usual class: inhibitors | 350,000 compounds, 0.2% hits;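 also: potency is read from the fitted curve at half-maximal effect; plate controls were vehicle for no effect and no enzyme for full effect; nearly all actives have a fitted effect of over 35% in size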
Numbers without * were called inactive; i = inactive; ? = inconclusive; / = not tested or not shown; [ ] = remark or other dose. Unless noted, calls follow the shape of the dose curve; as a rule, active = well fitted curve in the direction sought with a large enough effect; inconclusive = small, poorly fitted or top-dose-only effect, or another doubt; inactive = no such curve, though single readings can be large; an effect the other way counts as inactive or inconclusive.

SMILES	POLK inh	POLH inh	POLB inh	APE1 inh	Apoferritin bind	Pol iota inh	PGK inhibitor	RXFP1 antag	BLM helicase inh
CC1CCN(C(=O)C2CCN(CC(C)c3ccccc3)CC2)CC1 (stereo not drawn)	10%	-13%	10%	-1%	-2%	-15%	-9%	-14	2%
CC(=O)NC(O)C(=O)c1ccccc1 (stereo not drawn)	-17%	0%	1%	-10%	-9%	27%	3%	-1	-2%
O=C(COC(=O)c1cc2c(s1)CCCCC2)NC1CCS(=O)(=O)C1 (stereo not drawn)	-15%	-24%	/	4%	/	17%	-1%	0	/
CSc1nnc(-c2ccc(F)cc2)o1	-4%	-8%	52%	-8%	-8%	-10%	4%[11.5 µM]	-10	1%
CCn1nc(C)c(CN2CCN(Cc3cccc(OC)c3)C(CCO)C2)c1C (stereo not drawn)	9%	-11%	11%	2%	-3%	55%[activator]	i	-7	0%
CC(C)(C#N)Nc1ccccc1	-7%	2%	21%	1%	-16%	7%	-6%[11.5 µM]	11	-2%
Cc1ccc(CN2C(=O)c3ccccc3Sc3ccc(C(=O)N4CCOCC4)cc32)cc1	-6%[60.1 µM]	-17%	1%	/	-11%	2%	-1%	-20	-3%
CCc1ccc(NC(=O)c2nnn(Cc3cccc(C(F)(F)F)c3)c2N)cc1	-12%	-9%	16%	/	1%	7%	-1%	2	-6%
CCS(=O)(=O)N1Cc2ccccc2CC1C(=O)N(C)Cc1ccc(OC)cc1OC (stereo not drawn)	-15%	-14%	15%	-10%	3%	6%	-3%	-6	-2%
CCOC(=O)C1=C(C)N(C)C(=O)NC1c1cccc2ccccc12 (stereo not drawn)	-7%	-6%	41%	-1%	-12%	?	0%	-21	-1%
CC1(C)C(=O)OC(/C=C\c2cccc([N+](=O)[O-])c2)C(C)(C)C1=O (stereo not drawn)	-7%	-16%	-17%	5%	?	28%	-10%	13	-3%
COC(=O)c1ccc(OCCOc2ccc(C(=O)OC)cc2)cc1	-5%	3%	-9%	-2%	-8%	?	-7%	2	3%
Cc1cc(F)ccc1S(=O)(=O)NCC1CC2CCC1C2 (stereo not drawn)	-14%	-21%	4%	49%[activator]	?	-10%	-4%	-2	-6%
CC(=O)OCCCN1C(=O)c2ccc(Br)cc2C1=O	-5%	-4%	2%	-2%	-16%	0%	-10%	6	0%
CCOc1ccccc1NC(=O)CSc1nnc(CNC(=O)c2ccco2)o1	0%	-5%	14%	11%	-10%	39%[activator]	2%	-5	3%
CCOc1cc(C(=O)Nc2cc(OC)cc(OC)c2)ccc1OCC(=O)N1CCOCC1	11%	-16%	/	5%	/	-9%	-9%	-3	/
CN(C(=O)CSc1nc(-c2ccc(F)cc2)cs1)C1CCS(=O)(=O)C1 (stereo not drawn)	-11%	0%	1%	-1%	-12%	0%	-1%[11.5 µM]	-12	1%
CCOC(=O)C1=C(c2ccccc2)N=c2s/c(=C\c3ccco3)c(=O)n2C1c1cccs1 (stereo not drawn)	?	79µM*	10µM*	-4%	?	20µM*	-2%[11.5 µM]	-25	?
COc1ccc(CNC(=O)C(CCSC)NS(=O)(=O)c2ccc3c(c2)oc(=O)n3C)cc1 (stereo not drawn)	-8%[60.1 µM]	0%	-13%	/	-2%	-12%	-1%	-3	1%
CC(=O)c1ccc(NC(=O)C(C)OC(=O)c2ccc(NS(=O)(=O)c3ccc4[nH]c(=O)[nH]c4c3)cc2)cc1 (stereo not drawn)	-5%	-1%	/	/	/	-4%	6%	-12	/

In a second layout: entries from further up
> CCOC(=O)C1=C(C)N(C)C(=O)NC1c1cccc2ccccc12 (stereo not drawn)
  POLK inh: -7%; POLH inh: -6%; POLB inh: 41%; APE1 inh: -1%; Apoferritin bind: -12%; Pol iota inh: ?; PGK inhibitor: 0%; RXFP1 antag: -21; BLM helicase inh: -1%
> CC1(C)C(=O)OC(/C=C\c2cccc([N+](=O)[O-])c2)C(C)(C)C1=O (stereo not drawn)
  POLK inh: -7%; POLH inh: -16%; POLB inh: -17%; APE1 inh: 5%; Apoferritin bind: ?; Pol iota inh: 28%; PGK inhibitor: -10%; RXFP1 antag: 13; BLM helicase inh: -3%

(continued)
SMILES	POLK inh	POLH inh	POLB inh	APE1 inh	Apoferritin bind	Pol iota inh	PGK inhibitor	RXFP1 antag	BLM helicase inh
Cc1cc(SCC(=O)OCC(=O)NCc2ccc3c(c2)OCO3)c(C)cc1Br	-25%	?	21%	-4%	-4%	34%[activator]	-4%	-6	-9%
COc1ccc(OC)c(CN2CCN(C(=O)c3cccc4ccccc34)CC2)c1	-5%	-4%	-9%	12%	-10%	-16%	-9%	-11	-1%
NC(=O)c1ccc(NC(=O)COC(=O)CC2CC3CCC2C3)cc1 (stereo not drawn)	0%	-17%	/	10%	/	19%	-1%	-8	/
CC(C)c1cccc(OCCN2CCCC2)c1	-15%	-19%	2%	-10%	-3%	31%[activator]	4%	14	-1%
O=C1c2cccc3c([N+](=O)[O-])ccc(c23)C(=O)N1Cc1cccnc1	-10%	?	16µM*	-10%	?	?	-10%	-77*	-11%
CN(CC(=O)N1CCc2ccccc21)S(=O)(=O)c1ccc(Cl)cc1	0%	-14%	4%	-2%	-5%	11%	/	-16	-1%
CCOc1ccc(NC(N)=O)cc1OCC	4%	-7%	18%	2%	0%	10%	0%	-12	0%
C[C@@H]1CN(S(=O)C(C)(C)C)[C@H](CCO)/C1=C\CCO (stereo partly drawn)	10%	-17%	/	/	/	44%[activator]	-4%	/	/
CC(C)CCn1c(O)c(N=Nc2ccccn2)c2ccccc21	-5%	-24%	-2%	1%	9%	30%[activator]	3%	/	-2%
C/C(=N\NC(=O)OC(C)(C)C)c1ccccc1Br	?	-10%	3%	0%	-11%	36%[activator]	i	-20	-2%
COCC(=O)N(C)C1(c2nnnn2CCOC(=O)Nc2cccc3ccccc23)CCCC1	?	?	?	-9%	-8%	?	2%	-8	-13%
Cc1cc(C)c(/C=C/c2onc(C)c2S(=O)(=O)N2CCC(C(=O)N(C)Cc3ccccc3)CC2)c(C)c1	-8%[60.1 µM]	-22%	1%	/	-1%	32%[activator]	0%	2	-8%
COc1ccc(N2CCN(C(=O)CN(C)S(=O)(=O)c3ccc4c(c3)c(=O)n(C)c(=O)n4C)CC2)cc1	-14%	?	-17%	-1%	-17%	-9%	i	2	-4%
COc1ccc(CNC(=O)CCSCc2ccccc2C)cc1	-8%	-18%	10%	10%	-24%	57%[activator]	0%	-12	-10%
Cc1ccc(-c2nn(-c3ccccc3)cc2C2CC(c3cccs3)=NN2C(=O)CCCC(=O)O)cc1 (stereo not drawn)	-2%	?	-6%	1%	-9%	4%	?	-13	-9%
COc1ccc(Nc2cc(C)c3ccccc3n2)cc1	-5%	-13%	-9%	-4%	-21%	5%	0%	?	-9%
Cc1ccc(S(=O)(=O)N2CCCCC2c2cccnc2)c(C)c1C (stereo not drawn)	-1%	-20%	?	0%	-15%	26%	i	4	3%
COc1ccc(Cc2nnc(NS(=O)(=O)Cc3ccccc3)s2)cc1	-3%	6%	13%	-2%	-3%	-11%	2%	-10	2%
NC(=O)c1c(NC(=O)CCCn2cnc([N+](=O)[O-])n2)sc2c1CCCC2	-11%	-8%	4%	-1%	-8%	44%[activator]	i	-21	0%
O=C(N/N=C/c1cc(Cl)ccc1O)c1ccc(Br)cc1	?	?	10µM*	?	-6%	?	-1%	11	?
COc1ccc(CCOC(=O)c2cccc(NC(C)=O)c2)cc1	7%	-8%	-10%	5%	-13%	47%[activator]	i	1	-6%
C=CCn1c(SCC(=O)NC2CC2)nnc1-c1cccs1	-3%	-1%	3%	11%	-10%	19%	-3%	4	1%
O=[N+]([O-])c1ccc(N2CCN(c3ccccc3)CC2)cc1	5%	-8%	31%	13%	-5%	-14%	-8%	-2	-9%
CC(=O)c1ccc(NC(=O)COC(=O)CC2CC3CCC2C3)cc1 (stereo not drawn)	4%	-20%	/	-7%	/	-3%	i	3	/
Cc1ccc(O)c(CCc2ccc(O)cc2)n1	-3%	1%	1%	14%	-5%	-20%	-10%	11	-1%
Cc1ccc(S(=O)(=O)N2CCN(C(=O)CCn3nc(C)c(C)c3C)CC2)cc1	-32%	-3%	1%	59%[activator]	-3%	?	2%	6	0%
O=C(Nc1ccccc1)c1nc[nH]c1C(=O)NCCNC(=O)c1[nH]cnc1C(=O)Nc1ccccc1	-16%	-14%	/	-15%	/	-13%	7%	/	/
O=C(CSc1nnc(COc2ccccc2Cl)o1)Nc1ccccc1	5%	-24%	/	0%	/	8%	0%	3	/
Nc1nc(C(F)(F)F)cc(=O)[nH]1	2%	-8%	-5%	-11%	-9%	26%	-7%	-3	-2%
Cc1c(NC(=O)c2cc(-c3ccc4c(c3)OCO4)on2)c(=O)n(-c2ccccc2)n1C	1%	-10%	20%	2%	-5%	12%	-6%	-21	-1%
CN(C)S(=O)(=O)c1ccc(Cl)c(C(=O)NC2CCN(Cc3ccccc3)C2)c1 (stereo not drawn)	-3%	1%	49%	-6%	-10%	-13%	7%	3	1%
Cc1cc(C)cc(C(=O)NCC(=O)N(C)CCOc2ccccc2)c1	-1%	-1%	/	13%	/	20%	-4%	0	/

Another view of some results above:
SMILES | POLK inh | POLH inh | POLB inh | APE1 inh | Apoferritin bind | Pol iota inh | PGK inhibitor | RXFP1 antag | BLM helicase inh
COc1ccc(CNC(=O)CCSCc2ccccc2C)cc1 | -8% | -18% | 10% | 10% | -24% | 57%[activator] | 0% | -12 | -10%
Cc1ccc(-c2nn(-c3ccccc3)cc2C2CC(c3cccs3)=NN2C(=O)CCCC(=O)O)cc1 (stereo not drawn) | -2% | ? | -6% | 1% | -9% | 4% | ? | -13 | -9%

A portion of the library, so the mix of outcomes need not match the whole.
